# Sm TGR inh: blocks Schistosoma mansoni thioredoxin glutathione reductase | Q962Y6 | purified TGR, DTNB reduction, TNB absorbance 405 nm | Potency, µM (highest dose often 114 µM), inactives show at the highest dose activity change, negative = inhibition, hits mostly inhibitors | actives 3% (n = 360,000) | AID 485364; also: potency is read from the fitted curve at half-maximal effect; nearly all actives have a fitted effect of over 60% in size
#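 Kinetic colorimetric format: TGR-catalysed, NADPH-driven DTNB reduction monitored via TNB absorbance. Enzyme dispensed at 20 nM; compound exposure 15 min at room temperature before reaction start.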
# AmpC detergent: AmpC beta-lactamase inhibition with detergent present. P00811. AmpC hydrolysis of nitrocefin, absorbance 480 nm, 0.01% Triton. Potency, µM (titrated, usually from 114 µM), for inactives: top-dose activity change, negative = inhibition, most hits filed as inhibitors. actives 0.041% (n = 370,000);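 also: potency is read from the fitted curve at half-maximal effect; 0% = no-compound wells and -100% = no-enzyme wells; nearly all actives have a fitted effect of over 25% in size; some results filed as inactive show a strong effect at the top dose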
# Target sequence (P00811 whole entry, looked up): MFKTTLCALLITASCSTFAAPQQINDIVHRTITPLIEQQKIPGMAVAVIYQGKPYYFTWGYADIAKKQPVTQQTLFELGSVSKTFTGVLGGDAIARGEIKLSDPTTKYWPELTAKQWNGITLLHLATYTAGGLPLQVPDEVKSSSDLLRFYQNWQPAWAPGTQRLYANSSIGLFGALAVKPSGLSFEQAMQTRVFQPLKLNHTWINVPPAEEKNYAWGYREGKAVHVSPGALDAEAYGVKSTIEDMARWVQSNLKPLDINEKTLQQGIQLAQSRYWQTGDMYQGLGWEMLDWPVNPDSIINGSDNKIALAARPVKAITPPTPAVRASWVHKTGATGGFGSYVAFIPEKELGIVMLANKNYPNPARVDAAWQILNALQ
#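 20 mM phosphate pH 7.0 + 0.01% (detergent screen) or 0.0001% Triton X-100; 5.3 nM AmpC reagent; cpd preinc 15 min RT; nitrocefin (800 uM stock) to start; A480 q20 s × 4 min; Activity was normalised to no-enzyme and no-compound control wells.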
# HCMV antiviral: inhibitors of human cytomegalovirus | AID 1259415 | activity change, negative = inhibition, % at 57.5 µM | HFF cells, HCMV-luciferase reporter, 72 h; active compounds read low | actives 4.5% (n = 410,000); in the data active = activity change below about -60%; inconclusive = no clear call, values can overlap the other calls; inactive = above about -39%
#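 HFF cells seeded 16 h at 37C, treated with compounds, infected with luciferase-reporter HCMV at MOI 1 PFU/cell; luciferase read at 72 h post infection, normalized to buffer-only and Salinomycin controls.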
# AMA1 RON2 block: disrupts binding of P. falciparum AMA1 to RON2; AlphaScreen AMA1-biotinylated RON2 peptide binding; Potency, µM (titrated, usually from 58.2 µM), without a hit: at the highest dose activity change, negative = inhibition, most hits filed as inhibitors; actives 0.2% (n = 360,000); AID 720542;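 also: potency is read from the fitted curve at half-maximal effect; 0% = vehicle wells and -100% = peptide control; nearly all actives have a fitted effect of over 45% in size; some results filed as inactive show a strong effect at the top dose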
#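 AMA1 (3D7) with his tag at 25 nM final met compounds first, then biotinylated RON2 peptide at 25 nM; detection used donor plus acceptor beads, 10 µg/mL apiece, read by AlphaScreen after 30 min at room temperature.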
# AmpC no deterg: AmpC beta-lactamase inhibition without detergent; P00811; AmpC nitrocefin hydrolysis, absorbance 480 nm, 0.0001% Triton; Potency, µM (series often up to 57.1 µM), for the others: at the top dose activity change, negative = inhibition, hits mostly inhibitors; actives 0.52% (n = 330,000); AID 485341;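 also: potency is read from the fitted curve at half-maximal effect; plate controls were no compound for no effect and no enzyme for full effect; nearly all actives have a fitted effect of over 20% in size; some results filed as inactive show a strong effect at the top dose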
#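 20 mM phosphate pH 7.0 + 0.01% (detergent screen) or 0.0001% Triton X-100; 5.3 nM AmpC reagent; cpd preinc 15 min RT; nitrocefin (800 uM stock) to start; A480 q20 s × 4 min; Activity was normalised to no-enzyme and no-compound control wells.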
# FBPA Giardia inh: inhibitors of Giardia lamblia fructose-1,6-bisphosphate aldolase. A8B2U2. actives 0.71% (n = 290,000). Potency, µM (top dose mostly 59.6 µM), without a hit: at the highest dose activity, negative = inhibition, usual class: inhibitors. purified Giardia FBPA; also: potency is read from the fitted curve at half-maximal effect; nearly all actives have a fitted effect of over 55% in size
# Target sequence (A8B2U2 whole entry, looked up): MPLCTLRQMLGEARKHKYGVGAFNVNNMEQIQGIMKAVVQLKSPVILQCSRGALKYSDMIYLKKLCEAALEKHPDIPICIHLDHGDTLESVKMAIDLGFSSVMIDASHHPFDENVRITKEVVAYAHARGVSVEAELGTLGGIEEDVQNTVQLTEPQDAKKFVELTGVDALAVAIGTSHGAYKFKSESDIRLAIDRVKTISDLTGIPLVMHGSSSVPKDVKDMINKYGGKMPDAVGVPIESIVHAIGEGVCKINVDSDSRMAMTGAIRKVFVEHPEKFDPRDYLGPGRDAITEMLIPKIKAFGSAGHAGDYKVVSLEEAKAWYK
#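 40 nM FBPA preincubated 10 min at RT with compound (up to 57.5 uM final), then substrate plus GAPDH/TPI/NAD/arsenate coupling and diaphorase/resazurin added. Fluorescence read after 20 min at RT, 525/598 nm.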
# * hit, by the source's call; ? = inconclusive; . = no result given; & = joins results of further samples; [ ] = dose if it differs, or a comment. Unless noted, calls follow the shape of the dose curve; as a rule, active = well fitted curve in the direction sought with a large enough effect; inconclusive = small, poorly fitted or top-dose-only effect, or another doubt; inactive = no such curve, though single readings can be large; an effect the other way counts as inactive or inconclusive. Unless noted, % is scaled to controls: 0 for no effect and ±100 for the full control effect.
SMILES,Sm TGR inh,AmpC detergent,HCMV antiviral,AMA1 RON2 block,AmpC no deterg,FBPA Giardia inh
CCOc1ccccc1NC(=O)CSc1nnc2ccc(-c3ccccn3)nn12,5.6%,?,-2.7,7.0%,-6.6%,.
CC1CCC(NS(=O)(=O)c2ccc(N3CCCC3=O)cc2)CC1 (centres undefined),-5.0%,-14.9%,0.0,-6.4%,0.1%,8.3%
CCCCN1Cc2c(nc3cc(-c4ccco4)[nH]n3c2=O)C1=O,20µM*,1.9%,39.6,5.6%,-56.3%,1.3%
O=[N+]([O-])c1ccc(NCCCN2CCOCC2)c([N+](=O)[O-])c1,1.7%,-2.7%,2.1,-17.7%,-11.2%,-4.8%
O=C(COc1ccccc1Cl)N1CCN(C(=O)c2ccco2)CC1,-8.4%,-5.1%,33.6,-5.3%,1.6%,.
CCN(CC)C(=O)C1CCN(S(=O)(=O)c2ccc3c(c2)CCCN3C(C)=O)CC1,-3.3%,5.8%,-6.3,.,.,.
CCOC(=O)c1ccc(NC(=O)CSc2nnc(CNC(=O)c3ccc(OC)cc3)n2CC)cc1,-3.1%,1.8%,40.7,.,.,.
CC(CC(=O)NCc1ccc(Cl)cc1)c1ccccc1 (centres undefined),-34.9%,0.8%,32.0,14.8%,-10.7%,2.5%
O=C(Nc1ccccc1)c1ccc2nsnc2c1,0.0%,-0.3%,8.9,33.8%[activator],-19.4%,-6.4%
N/C(=N\OC(=O)Cc1ccc(-c2ccccc2)cc1)c1cccnc1,16.9%,5.9%,-16.3,3.4%,34.1%,-2.2%
COc1cccc(CNC(=O)C2CCCN(c3nc4ccccc4o3)C2)c1 (centres undefined),3.4%,-11.7%,66.4,0.0%,68.6%[activator],-6.4%
Cc1ccc(C(=O)NCC(=O)NC2CC2)cc1,.,.,9.9,0.0%,-23.0%,.
COc1cc(NS(=O)(=O)c2ccc3c(c2)C(C)(C)C(=O)N3C)cc(OC)c1,-0.5%,-3.8%,14.2,-0.9%,-6.3%,-11.1%
CCC(=O)N1CCCc2cc(S(=O)(=O)CCC(=O)Nc3ccccc3C)ccc21,1.2%,-3.9%,-36.3,-4.4%,0.8%,.
C=CCn1c(O)c(N=NC(=O)c2ccc3c(c2)OCO3)c2ccccc21,13.6%,2.3%,75.2,1.0%,-18.5%,-0.4%
CN(C)C(=O)N1CCC(C(=O)NCc2ccc(F)cc2)CC1,6.0%,-1.8%,-28.1,0.0%,0.1%,4.7%
NC(=O)c1ccsc1NC(=O)CS(=O)(=O)c1ccc(Cl)cc1,7.1%,8.1%,-37.1,13.3%,-28.7%,.
CCc1nnc(SCc2nc(-c3ccc(OC)cc3)oc2C)c2cc3sccc3n12,0.5%,1.1%,-14.5,.,.,.
CCOC(=O)C1=C(c2ccccc2)NC(=S)NC1c1ccc(C)c([N+](=O)[O-])c1 (centres undefined),-10.5%,-13.0%,49.8,6.3%,-23.9%,-16.5%
Cn1c(=O)n(C)c2cc(S(=O)(=O)Nc3ccccc3)ccc21,22.0%,-4.4%,54.5,5.7%,-3.6%,2.7%
Cc1ccc(-c2cn3cccnc3n2)cc1NC(=O)c1c(-c2ccccc2Cl)noc1C,-0.3%,-5.7%,-11.0,-1.2%,79.1%[activator],0.6%
Cc1sc2c(c1C)c(=O)n(CCc1ccccc1)c(=O)n2Cc1cccc(F)c1,2.3%,-2.9%,-17.6,.,.,.
O=C(Nc1cccc(S(=O)(=O)N2CCCC2)c1)c1ccc(Cl)nc1,.,.,?,-7.6%,-25.4%,.
Cc1ccc(/C=C2\CCOC2=O)cc1,7.5%,-6.5%,9.4,3.2%,-13.6%,0.9%
Cc1ccc(S(=O)(=O)N2CCN(c3ncnc4sccc34)CC2)cc1,-1.9%,-12.1%,-84.7*,-11.6%,-17.1%,.

# A different layout for four compounds above:
# Fields – Sm TGR inh, AmpC detergent, HCMV antiviral, AMA1 RON2 block, AmpC no deterg, FBPA Giardia inh
- O=C(Nc1ccccc1)c1ccc2nsnc2c1
    0.0%, -0.3%, 8.9, 33.8%[activator], -19.4%, -6.4%
- Cc1ccc(/C=C2\CCOC2=O)cc1
    7.5%, -6.5%, 9.4, 3.2%, -13.6%, 0.9%
- Cn1c(=O)n(C)c2cc(S(=O)(=O)Nc3ccccc3)ccc21
    22.0%, -4.4%, 54.5, 5.7%, -3.6%, 2.7%
- CC1CCC(NS(=O)(=O)c2ccc(N3CCCC3=O)cc2)CC1 (centres undefined)
    -5.0%, -14.9%, 0.0, -6.4%, 0.1%, 8.3%

# Next part:
SMILES,Sm TGR inh,AmpC detergent,HCMV antiviral,AMA1 RON2 block,AmpC no deterg,FBPA Giardia inh
CC1CCN(C(=O)COC(=O)c2cc(Cl)c3c(c2)OCO3)CC1,2.7%,10.3%,34.2,5.0%[11.6 µM],8.3%,.
CC(C)c1[nH]c(=O)c(C#N)c2c1COC(C)(C)C2,6.9%,-0.2%,40.0,2.6%,-11.7%,0.0%
COc1ccc(S(=O)(=O)Nc2nc3c(s2)C(=O)CC(C)(C)C3)cc1,-2.0%,-4.1%,11.6,13.6%,-12.6%,-18.2%
CC(C)(C)c1csc(NNC(=O)c2ccc(Br)cc2)n1,17.2%,3.0%,-97.3*,89.3%[activator],-28.5%,-12.0%
O=C(NCc1ccc2c(c1)OCO2)C1CCN(S(=O)(=O)c2ccc(F)cc2)CC1,0.3%,-14.8%,-26.2,1.7%,-3.4%,.
Cc1ccc(C2CC(c3cccc(NS(C)(=O)=O)c3)=NN2S(C)(=O)=O)cc1 (centres undefined),0.3%,-7.4%,40.0,2.8%,23.7%,-3.4%
O=C(Nc1sc2c(c1CN1CCOCC1)CCC2)c1ccc(F)cc1,-22.3%,-9.8%,31.4,-10.5%,-57.9%,0.8%
CCn1cc(C(=O)NCC2CCCO2)c(=O)c2cc(S(=O)(=O)N(C)C3CCCCC3)ccc21 (centres undefined),1.3%,-12.8%,-27.2,2.8%,185.8%[activator],14.3%
CC1=N/C(=C\c2ccc([N+](=O)[O-])cc2)C(=O)N1c1ccc(F)cc1F,-31.0%,-6.3%,-8.8,0.0%,-22.9%,-3.2%
Cc1ccc(N2C(N)=C(C#N)C(c3ccsc3)C3=C2CC(C)(C)CC3=O)cc1 (centres undefined),-13.9%,-4.3%,-100.7*,46.4%[activator],-17.1%,-25.6%
O=C(N/N=C/c1ccncc1)C1CC1(c1ccccc1)c1ccccc1 (centres undefined),9.8%,-4.5%,-4.8,-2.8%,0.7%,-2.6%
CN=c1scc(-c2cccs2)n1/N=C/c1ccccc1O,2.4%,?,-98.3*,-9.3%,-32.5%,20.6%
Cc1cc(C(=O)NCCC2=CCCCC2)ccc1[N+](=O)[O-],-6.2%,-6.7%,-4.5,9.5%,-28.0%,-5.3%
CCc1ccc(OCCCC(=O)Nc2nnc(C3CCCO3)s2)cc1 (centres undefined),-11.6%,2.0%,-19.9,-6.7%,-13.0%,1.1%
CC1(C)CC(=O)c2c(O)cc(OCc3ccc(Br)cc3)cc2O1,2.7%,-0.1%,-108.6*,23.9%,-17.1%,0.3%
O=C(CCc1ccccc1)NC(NC(=S)Nc1cccc(Cl)c1)C(Cl)(Cl)Cl (centres undefined),-10.6%,-5.5%,?,1.3%,-36.5%,4.3%
COc1ccc(CCNC(=O)c2csc3c2CCCCC3)c(OC)c1,0.6%,-5.2%,?,.,.,.
COc1ccc(S(=O)(=O)NNC(=O)C2Cc3c(ccc4ccccc34)O2)cc1 (centres undefined),-3.8%,-0.1%,10.9,-1.0%,-7.0%,6.6%
COc1ccc(NC(=O)CC2C(=O)N(c3cccc(OC)c3)C(=O)N2CCc2cccs2)cc1 (centres undefined),2.4%,-1.4%,-5.1,.,.,.
Cc1ccc(-n2ncc3c(N(CCO)Cc4ccccc4)ncnc32)cc1,2.4%,11.8%,72.5,.,.,.
CCOC(=O)c1cc(NC(=O)c2ccc(C)cc2)c(=O)n2c1oc1ccccc12,3.2%,-6.0%,-4.8,.,.,.
CCOC(=O)c1c(NC(=O)COc2cc(C)ccc2C(C)C)sc2c1CCCC2,-3.5%,-0.6%,17.1,.,.,.
COc1cccc(NC(=O)Cn2nnc(C(=O)NCc3ccc4c(c3)OCO4)c2N)c1,12.4%&42.6%,4.0%&1.6%,-22.8&-3.8,2.7%,-28.7%,.
O=[N+]([O-])c1cccc(-c2noc(-c3ccco3)n2)c1,0.2%,-2.5%,93.2,-0.2%,-2.5%,7.9%
CC(C)(O)[C@H](O)Cc1cc2ccc(=O)oc2cc1O[C@@H]1O[C@H](CO)[C@@H](O)[C@H](O)[C@H]1O,.,.,-21.8,0.6%,-8.8%,.
# Additional structures
SMILES,Sm TGR inh,AmpC detergent,HCMV antiviral,AMA1 RON2 block,AmpC no deterg,FBPA Giardia inh
N#Cc1c(C(F)(F)F)cc(-c2ccccc2)[nH]c1=O,2.0%,-11.0%,42.8,-2.7%,-12.6%,?
CCc1ccc(-n2c(=O)c3c(C)c(C(=O)N(C)C)sc3n(Cc3cccc(C)c3)c2=O)cc1,8.3%,2.1%,26.9,.,.,.
Cc1ccc(S(=O)(=O)N(CC(=O)Nc2ccc3c(c2)OCO3)c2cc(Cl)cc(Cl)c2)cc1,3.7%,13.8%,0.5,.,.,.
CC1(C)CC(=O)C2=C(C1)OC(N)=C(C#N)C21CCN(C(=O)OCc2ccccc2)CC1,-25.4%,?,.,3.1%,1.3%,-6.2%
COc1cccc(-c2nc(CS(=O)(=O)CC(=O)Nc3c(C)cccc3C)c(C)o2)c1,-35.2%,-16.0%,?,-0.4%,-21.4%,2.2%
COc1ccc(-n2c(SCC(=O)NCC3CCCO3)nc3c(c2=O)SCC3)cc1OC (centres undefined),0.5%,-6.2%,16.9,-13.6%,-3.5%,.

# By substructure: the compounds so far with a nitro group on carbon.
SMILES,Sm TGR inh,AmpC detergent,HCMV antiviral,AMA1 RON2 block,AmpC no deterg,FBPA Giardia inh
O=[N+]([O-])c1ccc(NCCCN2CCOCC2)c([N+](=O)[O-])c1,1.7%,-2.7%,2.1,-17.7%,-11.2%,-4.8%
CCOC(=O)C1=C(c2ccccc2)NC(=S)NC1c1ccc(C)c([N+](=O)[O-])c1 (centres undefined),-10.5%,-13.0%,49.8,6.3%,-23.9%,-16.5%
CC1=N/C(=C\c2ccc([N+](=O)[O-])cc2)C(=O)N1c1ccc(F)cc1F,-31.0%,-6.3%,-8.8,0.0%,-22.9%,-3.2%
Cc1cc(C(=O)NCCC2=CCCCC2)ccc1[N+](=O)[O-],-6.2%,-6.7%,-4.5,9.5%,-28.0%,-5.3%
O=[N+]([O-])c1cccc(-c2noc(-c3ccco3)n2)c1,0.2%,-2.5%,93.2,-0.2%,-2.5%,7.9%
